Screens deposited in PubChem by National Center for Advancing Translational Sciences (NCATS).
Tau fibril ThT: inhibitors of human tau fibril formation, thioflavin T binding; P10636; recombinant tau K18 P301L (four-repeat tau fragment), heparin-induced fibrillization, ThT fluorescence; Potency, µM (top dose mostly 57.4 µM), inactives show at the top dose activity, negative = inhibition, usual class: inhibitors; 270,000 compounds, 2.1% hits; AID 1460; also: % is scaled to controls: 0 for no effect and ±100 for the full control effect; nearly all actives have a fitted effect of over 55% in size
Target sequence (P10636 561-689 P618L limits assumed): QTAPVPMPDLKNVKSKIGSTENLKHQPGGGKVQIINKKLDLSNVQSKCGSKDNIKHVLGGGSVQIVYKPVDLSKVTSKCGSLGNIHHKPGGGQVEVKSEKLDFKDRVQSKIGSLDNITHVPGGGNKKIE
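Recombinant human tau K18 fragment […] carrying P301L, 15 uM unlabeled plus 0.24 uM Alexa 594-labeled, was fibrillized with 20 uM heparin in 100 mM sodium acetate pH 7 for 6 hr at 37 C; 30 uM ThT fluorescence read after 1 hr.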
KinaseGlo FLuc: counter-screen: inhibitors of Kinase-Glo firefly luciferase; Q27757; Kinase-Glo luciferase, ATP luminescence, 8 min; Potency, µM (doses to about 38.3 µM), for inactives: top-dose activity change, negative = inhibition, most hits filed as inhibitors; 200,000 compounds, 0.28% hits; also: % is scaled to controls: 0 for no effect and ±100 for the full control effect; nearly all actives have a fitted effect of over 60% in size
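Recombinant Kinase-Glo luciferase, 10 uM ATP (linear range), luciferin; imidazole pH 7.2 / KCl / MgCl2 / Tween / BSA buffer; 8 min RT; luminescence.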
JMJD2E inh: inhibitors of human JMJD2E histone demethylase; 230,000 compounds, 1.6% hits; Potency, µM (doses to about 57.1 µM), inactives show at the top dose activity change, negative = inhibition, usual class: inhibitors; AID 2147; B2RXH2; JMJD2E catalytic domain, FDH-coupled NADH fluorescence (FDH is formaldehyde dehydrogenase); active = well fitted inhibition curve with a large enough effect, not every such curve was filed as active; inconclusive = small, poorly fitted or top-dose-only effect, or another doubt; inactive = no such curve, though single readings can be large or run the other way;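 also: 0% = wells with enzyme and -100% = buffer wells without enzyme; nearly all actives have a fitted effect of over 50% in size; many of its hits are not listed in these tables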
Target sequence (B2RXH2 1-337 limits assumed): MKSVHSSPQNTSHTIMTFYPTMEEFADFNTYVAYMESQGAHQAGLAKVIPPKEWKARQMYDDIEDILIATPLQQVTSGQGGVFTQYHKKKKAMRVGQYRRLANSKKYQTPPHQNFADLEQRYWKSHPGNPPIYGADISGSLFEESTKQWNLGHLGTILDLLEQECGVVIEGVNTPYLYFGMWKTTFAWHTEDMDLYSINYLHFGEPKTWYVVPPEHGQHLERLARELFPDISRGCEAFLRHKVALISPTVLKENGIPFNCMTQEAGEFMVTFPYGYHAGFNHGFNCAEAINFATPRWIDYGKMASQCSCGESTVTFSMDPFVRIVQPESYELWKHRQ
SMN2 splice enh: SMN2 splice variant enhancement; HEK293 SMN2-luciferase splicing reporter, luminescence, 30-36 h; Potency, µM (doses to about 46.1 µM), for inactives: at the top dose activity change, positive = activation, usual class: activators; 210,000 compounds, 2.8% hits; also: % of control where 0% means no effect; nearly all actives have a fitted effect of over 55% in size
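HEK293 cells carry an SMN2 […]–luciferase reporter in which exon 7 inclusion puts luciferase in frame. Cells were plated 10-12 h before compound addition, then incubated 30-36 h at 37C. ONE-Glo luminescence was read; sodium butyrate at 4.5 mM final served as control.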
RECQ1 inh: inhibitors of human RECQ1 DNA helicase; P46063; RECQ1 DNA unwinding, red fluorescence kinetic read; Potency, µM (top dose mostly 57.3 µM), for inactives: at the highest dose activity, negative = inhibition, usual class: inhibitors; 240,000 compounds, 0.54% hits; AID 2549;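 also: plate controls were vehicle for no effect and no enzyme for full effect; nearly all actives have a fitted effect of over 30% in size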
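50 nM RECQ1T1 preincubated 15 min with compound in Tris pH 8.0 buffer with MgCl2, DTT, Tween-20 and 2.5 ug/ml poly(dI-dC); started with 200 nM TAMRA/BHQ-2 forked duplex and 2 mM ATP. Unwinding read as fluorescence (525/598 nm), two reads 2 h apart.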
L3MBTL1 block: L3MBTL1 (human) inhibition | Q9Y468 | AlphaScreen L3MBTL1–H3K9me1 peptide binding | Potency, µM (series often up to 57.1 µM), for inactives: at the top dose activity, negative = inhibition, most hits filed as inhibitors | 230,000 compounds, 0.66% hits; also: % is scaled to controls: 0 for no effect and ±100 for the full control effect; nearly all actives have a fitted effect of over 60% in size
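First, the protein-peptide complex forms for 30 min at room temperature (L3MBTL1 50 nM, biotinylated H3K9me1 peptide 75 nM). Next, compounds are pin-transferred and incubated 30 min. Finally, AlphaScreen beads are added and read after 30 min.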
ALDH1A1 block: blocks purified human ALDH1A1 activity; Purified ALDH1A1, NADH fluorescence, propionaldehyde substrate; AID 1030; 220,000 compounds, 7.3% hits; Potency, µM (titrated, usually from 75.3 µM), inactives show at the top dose activity, negative = inhibition, usual class: inhibitors; P00352; active = well fitted inhibition curve with a large enough effect, not every such curve was filed as active; inconclusive = small, poorly fitted or top-dose-only effect, or another doubt; inactive = no such curve, though single readings can be large or run the other way;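 also: plate controls were no enzyme wells and a reference inhibitor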
Target sequence (P00352 whole entry, looked up): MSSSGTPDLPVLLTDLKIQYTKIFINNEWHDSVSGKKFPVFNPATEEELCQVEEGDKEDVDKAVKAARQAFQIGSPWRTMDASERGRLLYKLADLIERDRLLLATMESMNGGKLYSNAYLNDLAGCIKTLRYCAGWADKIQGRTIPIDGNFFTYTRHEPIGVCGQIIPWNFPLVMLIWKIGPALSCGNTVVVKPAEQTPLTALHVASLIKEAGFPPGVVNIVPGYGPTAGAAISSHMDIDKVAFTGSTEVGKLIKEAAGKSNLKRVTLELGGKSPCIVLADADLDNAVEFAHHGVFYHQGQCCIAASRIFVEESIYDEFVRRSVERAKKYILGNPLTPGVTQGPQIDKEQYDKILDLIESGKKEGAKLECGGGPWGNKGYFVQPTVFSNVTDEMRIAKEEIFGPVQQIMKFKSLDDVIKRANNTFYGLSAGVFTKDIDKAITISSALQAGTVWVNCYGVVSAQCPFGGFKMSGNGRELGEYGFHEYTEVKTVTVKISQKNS
LMNA splice mod: changes lamin A minigene splicing in HeLa cells | HeLa LMNA splicing GFP/RFP minigene ratio, 48 h | Potency, µM (doses to about 46.1 µM), for the others: top-dose ratio change, negative = inhibition, hits mostly inhibitors | 200,000 compounds, 0.01% hits; active = well fitted inhibition curve with a large enough effect in the signal ratio, with a control signal flat, not every such curve was filed as active; inconclusive = small, poorly fitted or top-dose-only effect, or effect the other way, or a change in a side signal; the % refers to the signal ratio; also: % is scaled to controls: 0 for no effect and ±100 for the full control effect
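Read-out is the ratio of GFP to DsRed2 object intensity, acquired by 488 nm laser-scanning cytometry on HeLa lamin A-EGFP minigene reporter cells. Compound incubation 48 hrs at 37 °C in Opti-MEM with 2% FBS; DMSO 0.5% final.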
Starred values were filed as active, the others as inactive; i = inactive; ? = inconclusive; nt = no result given; & = joins results of further samples; [ ] = remark or other dose. Unless noted, calls follow the shape of the dose curve; as a rule, active = well fitted curve in the direction sought with a large enough effect; inconclusive = small, poorly fitted or top-dose-only effect, or another doubt; inactive = no such curve, though single readings can be large; an effect the other way counts as inactive or inconclusive. Potency is read from the fitted curve at half-maximal effect.

Every second line gives: LMNA splice mod, RECQ1 inh, L3MBTL1 block, Tau fibril ThT, ALDH1A1 block, JMJD2E inh, KinaseGlo FLuc, SMN2 splice enh
O=C(O)C1CC=CCC1C(=O)NNc1ccccc1 (configuration not stated)
 : ?, i, nt, 2.2%, -9.4%, 1.9%, 0.5%, -36.5%[inhibitor]
CN1c2ccccc2-c2nc3ccccc3n2C1c1ccco1 (configuration not stated)
 : ?, i, 21.9%, -12.4%, ?, ?, -3.7%, -14.7%
Cc1ccc(NC(=O)CN2C(=O)c3ccccc3C2=O)nc1
 : 11.2%[46 µM], 31.2%, 0.6%, -4.1%, 9.4%, 0.2%, -1.3%, 0.4%
O=C(O)/C=C1\CCCc2ccccc2C1O (configuration not stated)
 : nt, i, 8.0%, 1.2%, -2.6%, nt, nt, 5.9%
Cc1ccc(Nc2cc(-n3nc(C)cc3C)ncn2)cc1
 : ?, 0.3%, -6.7%, -9.8%, 15.1%, 5.0%, 0.0%, 9.1%
O=C(NNC(=O)c1cccs1)c1ccc([N+](=O)[O-])cc1
 : -28.3%[9.22 µM], -5.8%, ?, ?, 3.2%, -5.2%, -3.1%, 9.9%
O=C(/C=C/c1cccc(Cl)c1)NCc1cccs1
 : 10.0%, -14.9%, 7.1%, 3.0%, -3.1%, -11.2%, -0.8%, -2.3%
Cc1ccc(-c2[nH]c(-c3ccccc3)nc2SCC(=O)NCC2CCCO2)cc1 (configuration not stated)
 : -6.0%, -2.6%, ?, -15.2%&1.1%, 2.7%, 1.9%, -2.7%, -12.5%&8.2%
N=C1SC(c2ccccc2)C(=O)N1c1ncc(Cc2ccccc2Cl)s1 (configuration not stated)
 : ?, 25.1µM*, 12.3%, ?, 9.2%, ?, 4.5%, 3.7%
CC(=O)c1sc(-c2c(C)nc3sccn23)nc1C1CCCC1
 : 3.5%, -1.5%, 4.6%, -7.0%, 6.4%, -10.7%, -3.7%, 7.1%
CC1(C)C2CCC1(C)C(NC(=O)CCN1CCCCC1)C2 (configuration not stated)
 : -7.0%, -9.1%, 5.0%, -4.6%, -3.8%, 3.2%, 1.0%, -4.1%
CCOc1ccc(OCCOCCn2ccnc2)cc1
 : 3.6%, i, nt, -1.4%, ?, -9.1%, -3.2%, -15.0%
COc1ccc(Cl)cc1NC(=O)N1CCN(S(C)(=O)=O)CC1
 : 8.1%, -2.6%, nt, -2.1%, 10.2%, 8.0%, -2.0%, -2.0%
COC(=O)COc1ccc(/C=C2/NC(=O)N(CC(=O)OC)C2=O)cc1
 : nt, -7.1%, nt, -10.0%, ?, -19.7%, nt, nt
O=C(Nc1ccc2c(c1)OCCO2)c1ccccc1F
 : -5.7%, -9.0%, 2.9%, -8.5%, -13.3%, 7.9%, ?, 12.6µM*
O=C1CSC(=O)N1CCOCCN1C(=O)CSC1=O
 : 10.0%, -3.9%, -5.1%, -7.0%, -6.2%, -3.2%, -2.6%, -21.0%
CCc1cccc(NC(=O)Cn2cc3c(n2)CCCC3)c1
 : -10.1%, -8.9%, -3.2%, -5.2%, -1.0%, 7.6%, -0.8%, 2.4%
NC(=O)c1ccc(N=Cc2ccc([N+](=O)[O-])s2)cc1
 : ?, ?, 12.6µM*, ?, 20µM*, 22.4µM*, -1.2%, 28.8%
Cc1ccc(-c2nn(C(C)(C)C)c3ncnc(NS(=O)(=O)c4ccc([N+](=O)[O-])cc4)c23)cc1
 : -3.5%[46 µM], i, nt, -16.6%, -1.3%, -22.5%, 0.0%, -6.5%
CCN(CC(=O)Nc1ccc(N2CCOCC2)cc1)Cc1nc2ccccc2c(=O)[nH]1
 : -1.2%, -1.7%, -0.7%, -19.3%, 22.4µM*, 4.4%, 0.6%, -23.0%
O=C(c1ccc(NC(=O)C2(c3ccccc3)CCOCC2)cc1)N1CCOCC1
 : 6.4%, 9.7%, nt, 10.2%, 3.8%, 5.6%, -4.5%, -4.0%
Cc1ccccc1OCCn1cnc2cc([N+](=O)[O-])ccc2c1=O
 : -16.5%[46 µM], -3.5%, -25.0%, ?, ?, -1.0%, 1.9%, -46.5%[inhibitor]
CCOc1ccc(N2C(=O)CC(SCC(=O)O)C2=O)cc1 (configuration not stated)
 : nt, 6.3%, 12.2%, -8.1%, ?, -0.7%, 0.3%, nt
CSCCC(NC(N)=O)C(=O)N(C)CC(=O)Nc1ccc(C)cc1 (configuration not stated)
 : 4.2%, i, 6.3%, 0.7%, -2.1%, 3.3%, -2.3%, -1.2%
CCOC(=O)CCc1c(C)nc(SCCN2CCCC2)c(C#N)c1C
 : 4.5%, -3.8%, -5.1%, -9.4%, -5.0%, -11.0%, -3.1%, -11.1%
CC(=O)Sc1nc(-c2ccccc2)[nH]c1S(=O)(=O)c1ccc(C)cc1
 : ?, 5.8%, -1.3%, 28.2µM*, 6.9%, 10µM*, 0.4%, 30.0%
Cc1nc(SC(C(N)=O)c2ccccc2)c(C#N)c(C)c1C (configuration not stated)
 : nt, i, 10.1%, -4.8%, nt, 1.7%, nt, nt
CCOC(=O)N/N=C1\CCc2ccccc21
 : 0.9%, -2.2%, 0.7%, -10.7%, 11.1%, 6.6%, -13.6%, 15.8µM*
C=CCn1c(CCCNC(=O)CCC)nc2ccccc21
 : -10.2%, 9.9%, -22.9%, -4.5%, 1.7%, 6.8%, 0.3%, 1.0%
O=C1c2oc3ccc(Cl)cc3c(=O)c2C(c2ccco2)N1CCN1CCOCC1 (configuration not stated)
 : ?, -10.4%, -8.7%, ?, ?, ?, 1.6%, 1.0%

In the list so far, these contain a cyano group:
Every second line gives: LMNA splice mod, RECQ1 inh, L3MBTL1 block, Tau fibril ThT, ALDH1A1 block, JMJD2E inh, KinaseGlo FLuc, SMN2 splice enh
CCOC(=O)CCc1c(C)nc(SCCN2CCCC2)c(C#N)c1C
 : 4.5%, -3.8%, -5.1%, -9.4%, -5.0%, -11.0%, -3.1%, -11.1%
Cc1nc(SC(C(N)=O)c2ccccc2)c(C#N)c(C)c1C (configuration not stated)
 : nt, i, 10.1%, -4.8%, nt, 1.7%, nt, nt

Next structures follow.
Every second line gives: LMNA splice mod, RECQ1 inh, L3MBTL1 block, Tau fibril ThT, ALDH1A1 block, JMJD2E inh, KinaseGlo FLuc, SMN2 splice enh
O=C1CCc2cc(S(=O)(=O)N3CCN(c4ccccc4F)CC3)ccc2N1
 : ?, -16.0%, nt, -7.5%, -1.7%, -1.6%, -0.2%, -51.5%[inhibitor]
CCC(CC)C(=O)c1c[nH]c(C(=O)NCc2cccs2)c1
 : -7.9%[46 µM], i, 3.9%, 2.0%, -4.0%, 12.1%, 5.4%, -7.5%
COc1ccc(C2CC(=O)C(C=NCCN3CCOCC3)=C(O)C2)cc1 (configuration not stated)
 : 13.9%, i, 3.4%, -11.0%, 1.1%, -2.5%, -2.9%, 13.2%
CCN(CC)C(=O)c1ccccc1NS(C)(=O)=O
 : nt, 0.5%, 1.8%, 6.1%, 5.8%, -5.7%, 2.2%, nt
CCOC(=O)c1cnc2ccc(OCC)cc2c1N1CCN(c2ccccc2)CC1
 : ?, -16.1%, -6.4%, ?, -5.0%, 8.3%, 2.2%, -13.4%
COc1ccc(/C=N/N=C2/C(=O)Nc3ccccc32)cc1O
 : 6.9%[46 µM], i, -8.2%, 10µM*, -10.8%, 3.7%, 0.2%, 6.7%
O=C(CN1CCCC1)Nc1ccccc1Sc1ccc(Cl)cc1
 : nt, -11.7%, nt, -10.7%, -1.7%, ?, 0.2%, -20.5%
O=C(Cc1ccc(Cl)c(Cl)c1)Nc1cccc(S(=O)(=O)N2CCOCC2)c1
 : nt, -15.7%, 8.9%, 9.5%, 2.3%, -0.7%, 0.5%, -7.0%
COc1ccc(S(=O)(=O)Nc2c(C)n(C)n(-c3ccccc3)c2=O)cc1
 : 5.5%, -7.5%, nt, 0.2%, ?, 10.3%, -3.7%, -7.0%
Cc1ccccc1NC(=O)CSCc1nc(N)nc(Nc2ccccc2C)n1
 : -7.5%, -0.4%, 5.6%, -14.4%, 10.7%, 1.8%, nt, nt
CCCCN(CC)C(=O)Cn1cnc2ccc(S(=O)(=O)N3CCC(C)CC3)cc2c1=O
 : -7.7%, -8.3%, -0.8%, -6.0%, 3.1%, 2.0%, -0.3%, 5.7%
Cc1ccc(NC(=S)NC(=O)c2ccc(-c3ccccc3)cc2)c(C)c1
 : -1.7%, i, -0.8%, ?, 11.2µM*, 4.4%, -0.5%, -42.6%[inhibitor]
Cc1cccc(N(CC(=O)NCC2CCCO2)C(=O)CCC(=O)Nc2cc(C)on2)c1 (configuration not stated)
 : -8.7%, i, nt, -6.4%, 5.3%, -5.0%, -0.3%, ?
Cc1occc1C(=O)N1CCN(c2ncccn2)CC1
 : -11.5%, -6.6%, 8.7%, -0.3%, -10.9%, -28.7%, 0.1%, 8.8%
Cc1ccc(OCC(=O)NCC(=O)n2nc(C)cc2C)cc1
 : 0.0%, -4.8%, 0.7%, -3.3%, 3.2%, -8.5%, -3.0%, -13.6%
CC(C)N1C[C@@]23C=C[C@@H](O2)C(C(=O)OCc2ccccc2)[C@H]3C1=O (some centres not stated)
 : 2.2%, -1.6%, -2.5%, -1.2%, 3.9%, -0.2%, 10.1%, -5.8%
CCOc1ccc(NC(=S)NC(=O)c2c(Cl)c(C)nn2C)c([N+](=O)[O-])c1
 : -2.3%, ?, -3.0%, -13.9%, -8.1%, -4.8%, -5.3%, nt
C/C(=N/NC(=O)c1ccc(C)s1)c1cccc(NC(=O)COc2ccc(Cl)cc2Cl)c1
 : 11.4%, i, nt, ?, -4.6%, -12.6%, -1.6%, 5.5%
CC(=O)Nc1cccc(C(=O)N/N=C/c2ccc(C)o2)c1
 : nt, -2.5%, nt, -0.3%, 0.9%, 0.9%, 0.1%, -22.2%

These rows are one share of the data. The share of hits here may be higher or lower than overall.
